FLuc inh counter: Photinus pyralis luciferase inhibition counter-screen. P08659. ATPLite firefly luciferase biochemical luminescence, 10 min. inhibition, % at 10 µM. hit rate 1.5% among 200,000;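 active = inhibition above about 50% when tested at 10 µM, limit read from the data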
Diaph act CS: counter-screen for diaphorase-based assays: diaphorase activators and chemical reducers; AID 1229; Diaphorase/resazurin coupled assay, resorufin fluorescence, 16 min; hits give high values; 1 = vehicle wells, 0 = NADH-free wells; activation factor at 20 µM; hit rate 0.005% among 190,000;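 active = diaphorase activity raised at least twofold by the compound at 20 µM; inactive = activation factor below 2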
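test system = bacterial diaphorase enzyme (C. kluyveri) | quantity = enzyme 0.07 U/mL final | reagent = NADH substrate 0.114 mM plus resazurin dye 0.1 mM, final | incubation = 16 min enzyme reaction, ambient temperature | buffer or medium = HEPES pH 7.4 buffer with MgCl2 and Tween 20 | signal = fluorescence of resorufin, 544 nm excitation, 590 nm emission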
APP 5'UTR act: APP 5'UTR luciferase reporter activation | activation, % at 2 µM | hit rate 1% among 190,000 | AID 1276 | SH-SY5Y APP 5'UTR luciferase reporter, luminescence; zero percent = DMSO vehicle wells;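 active = activation above a set limit, based on mean plus 3 SD of controls, cut at about 140% in these data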; also: values of inactives mirror those of a sister screen read the other way
TLR4 MyD88 comp: inhibitors of human TLR4-MyD88 binding; HeLa CL3-4 TLR4/MyD88 BLA complementation, FRET ratio; inhibition, % at 8.4 µM; hit rate 0.18% among 200,000; O00206+Q99836; in the data active = inhibition above about 25%;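 also: 0% = vehicle and 100% = reference inhibitor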
Target sequence (O00206 whole entry, looked up): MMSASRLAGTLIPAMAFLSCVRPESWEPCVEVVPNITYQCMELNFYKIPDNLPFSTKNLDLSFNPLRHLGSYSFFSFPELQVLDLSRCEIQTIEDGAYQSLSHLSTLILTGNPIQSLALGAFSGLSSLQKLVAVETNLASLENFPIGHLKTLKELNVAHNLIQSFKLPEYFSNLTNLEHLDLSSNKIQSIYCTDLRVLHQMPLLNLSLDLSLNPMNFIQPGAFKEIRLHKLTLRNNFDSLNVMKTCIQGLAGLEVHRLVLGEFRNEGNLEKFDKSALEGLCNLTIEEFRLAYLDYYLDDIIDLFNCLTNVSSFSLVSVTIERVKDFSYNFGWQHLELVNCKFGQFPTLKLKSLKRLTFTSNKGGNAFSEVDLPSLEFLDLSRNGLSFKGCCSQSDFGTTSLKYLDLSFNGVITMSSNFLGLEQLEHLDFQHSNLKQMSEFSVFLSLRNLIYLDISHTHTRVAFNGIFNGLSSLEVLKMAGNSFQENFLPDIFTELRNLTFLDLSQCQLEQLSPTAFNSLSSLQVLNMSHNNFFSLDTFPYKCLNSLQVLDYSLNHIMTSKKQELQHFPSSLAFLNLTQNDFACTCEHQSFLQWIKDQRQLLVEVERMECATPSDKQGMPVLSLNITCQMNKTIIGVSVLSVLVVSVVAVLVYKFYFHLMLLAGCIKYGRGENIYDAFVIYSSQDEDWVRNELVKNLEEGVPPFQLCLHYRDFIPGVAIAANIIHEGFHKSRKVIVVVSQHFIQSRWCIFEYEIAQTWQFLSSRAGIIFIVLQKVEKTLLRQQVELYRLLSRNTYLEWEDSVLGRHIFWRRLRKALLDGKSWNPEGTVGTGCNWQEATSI
Target sequence (Q99836 whole entry, looked up): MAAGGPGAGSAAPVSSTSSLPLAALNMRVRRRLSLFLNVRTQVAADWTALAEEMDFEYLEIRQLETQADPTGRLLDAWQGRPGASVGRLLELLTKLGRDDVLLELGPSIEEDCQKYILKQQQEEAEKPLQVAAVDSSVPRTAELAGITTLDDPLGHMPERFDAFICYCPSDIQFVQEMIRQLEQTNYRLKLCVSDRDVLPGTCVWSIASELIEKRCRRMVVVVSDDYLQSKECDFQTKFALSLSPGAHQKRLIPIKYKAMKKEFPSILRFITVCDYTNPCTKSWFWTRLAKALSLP
G6PDH CS: L. mesenteroides G6PDH inhibition counter-screen; inhibition, % at 5 µM; AID 1020; Purified L. mesenteroides G6PDH, diaphorase/resazurin coupled fluorescence, 45 min; hit rate 0.12% among 200,000; in the data active = inhibition above about 50%
NF-kB neuron act: NF-kB expression increase, human neuronal cells | NF-kB reporter expression; hits give high values | fold change at 12.5 µM | hit rate 1.6% among 190,000 | AID 1239; in the data active = fold change above about 3.3
APP transl inh: APP translation inhibition; SH-SY5Y APP 5'UTR-luciferase reporter, luminescence; inhibition, % at 2 µM; hit rate 0.82% among 190,000; AID 1285;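 active = inhibition above a set limit, derived from the sample mean plus 3 SD, cut at about 45% in these data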; also: values of inactives mirror those of a sister screen read the other way
FLuc stim CS: firefly luciferase counter-screen for stimulation assays | ATPlite luciferase biochemical, luminescence, 10 min; 0 = ATP-free wells, 1 = DMSO control | AID 1027 | 200,000 tested, under 10 active | activation factor at 10 µM | P08659;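 active = luciferase activation factor, scaled between plate controls, of at least 2 with compound at 10 µM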
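test system = cell-free luciferase reagent | medium = PBS as buffer for the ATP substrate | dosing = test compounds dosed from 2 mM stocks in 100% DMSO | incubation = 10 min at ambient temperature | detection = luminescence measurement of luciferase light output | benchmarks = low control with PBS replacing ATP, high control enzyme plus ATP without compound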
Diaphorase inh: diaphorase inhibition or chemical oxidation counter-screen | inhibition, % at 20 µM | hit rate 0.69% among 190,000 | diaphorase resazurin-to-resorufin fluorescence, NADH, 16 min; bacterial (C. kluyveri) enzyme, not human | AID 1217;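 active = primary screen inhibition at 20 µM above a set limit, cut at about 50% in these data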;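 also: plate controls were DMSO with full reaction for no effect and wells lacking NADH for full effect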
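Test system: diaphorase enzyme from Clostridium kluyveri; amount: diaphorase at 0.14 U/mL in enzyme working solution; detection: fluorescence of resorufin formed from resazurin, Ex 544/Em 590 nm; times: reaction incubation of 16 min at room temperature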
STAT1 activator: increases IFN-gamma driven STAT1 reporter signal. activation (% of control), % at 5.5 µM. NIH 3T3 STAT1-luciferase reporter, luminescence; 100% = IFN-gamma alone, no compound. hit rate 2.6% among 200,000. AID 932;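 active = activation above the screen-wide mean activation plus 3 SD, cut at about 130% in these data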;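 also: raw ratio to IFN-gamma control signal so 100% means no change and 0% no light; values of inactives mirror those of a sister screen read the other way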
An asterisk follows results filed as active; x = no result given.

SMILES	FLuc inh counter	Diaph act CS	APP 5'UTR act	TLR4 MyD88 comp	G6PDH CS	NF-kB neuron act	APP transl inh	FLuc stim CS	Diaphorase inh	STAT1 activator
COc1ccc(-c2c(C#N)c(N)nc3c2c(=O)n(C)c(=O)n3C)cc1Cl	x	x	6.2	-5.9	x	x	-6.2	x	x	98.5
CNC(=O)C(=O)N/N=C/c1ccccn1	3.7	x	6.3	-8.3	6.8	1.3	-6.3	1	x	105.9
Cc1cc(NC(=O)CCN2C(=O)C3C4CCC(C4)C3C2=O)cc(C)c1Br (stereo not drawn)	3.6	0.9	x	-12.1	4.8	0.99	x	1	7.6	102.6
Cc1cc(C)cc(-c2nnc(SCc3ccc(C(=O)O)cc3)o2)c1	4.1	x	18.1	5.4	15.2	1.21	-18.1	1	x	96.6
COc1n[nH]c2nncnc12	-0.1	1	-5.8	-0.7	3.2	1.16	5.8	1	2.1	103.4
COc1ccc(OC)c(-n2c(N)c(C(=O)NCC3CCCO3)c3nc4ccccc4nc32)c1 (stereo not drawn)	-6.3	0.8	0.4	9.0	2.4	0.5	-0.4	1.1	21.2	101.5
COc1ccc2nc(C)cc(C(=O)O)c2c1	-8.3	0.8	25.0	-8.3	2.2	1.38	-25.0	1.1	15.5	101.4
COC(=O)C1=C(C)NC(=O)CC1c1cc(Br)ccc1F (stereo not drawn)	-2.5	0.8	11.7	7.5	-10.9	1.15	-11.7	1	19.5	95.0
CCOc1ccc(-c2nnc(N)s2)cc1	58.0*	0.8	38.5	3.8	-9.6	1.99	-38.5	0.4	19.8	113.1
CCn1c2ccccc2c2nnc(SCC(=O)Nc3ccc4c(c3)OCO4)nc21	-6.9	0.8	4.1	7.8	-2.5	1.34	-4.1	1.1	18.3	105.7
Cn1c(-c2ccccc2)cnc1SCC(N)=O	-7.1	1	10.9	-2.4	1.7	0.94	-10.9	1.1	-0.4	97.6
Cc1cc(SCC(=O)c2ccccc2)nc(SCC(=O)c2ccccc2)n1	-6.1	0.8	-2.9	-6.6	5.6	0.66	2.9	1.1	20.6	100.4
COCCNC(=O)C(c1ccc(C)o1)N(Cc1cccs1)C(=O)c1snc(C(N)=O)c1N (stereo not drawn)	-10.5	0.9	12.5	6.6	-7.0	0.43	-12.5	1.1	6.9	96.0
C/C(N)=C(/C#N)C(=O)CSc1nc2cc(Cl)ccc2s1	-3.5	0.8	9.4	-11.7	-18.9	0.92	-9.4	1	23.2	110.4
Cc1nc2ccc(-c3ccccc3)cc2o1	28.1	1	4.6	-0.8	9.9	1.25	-4.6	0.7	2.2	122.0
Cc1cccc(C)c1NC(=O)N1CCN(C2CCCCC2)CC1	-1.0	1.1	11.9	-4.3	0.6	1.3	-11.9	1	-11.1	102.2
COc1ccc(S(=O)(=O)Nc2cccc(S(=O)(=O)N3CCCCCC3)c2)cc1	-8.5	0.8	17.3	1.2	-2.4	1.11	-17.3	1.1	24.1	107.7
Cc1ccc(CC(=O)Nc2ccc(F)c([N+](=O)[O-])c2)cc1C	-0.8	1	4.4	-14.2	5.8	0.9	-4.4	1	-4.7	88.0
O=S(=O)(c1ccccc1Cl)N1CCCC(c2nc(-c3cccnc3)no2)C1 (stereo not drawn)	-3.2	0.9	2.8	7.6	1.7	0.59	-2.8	1	8.7	102.6
Brc1cccc(-c2nnc3sc(CNCc4ccco4)cn23)c1	-4.2	0.9	-1.4	10.0	9.2	1.15	1.4	1	10.8	100.1
CCNC(=S)NNC(=O)c1ccoc1C	-3.2	0.8	2.3	-10.0	9.7	1.07	-2.3	1	17.7	93.4
CCOC(=O)N1CCN(C(=O)C2COc3ccccc3O2)CC1 (stereo not drawn)	-0.6	0.9	2.3	0.2	4.8	0.94	-2.3	1	6.4	92.7
C/C(=N\NS(=O)(=O)c1ccccc1)c1ccc2c(c1)OCO2	0.1	1.1	6.0	3.4	5.2	1.3	-5.9	1	-5.5	105.7
CCOC(=O)N1CCN(C(=O)CSc2ccc(-c3cccnc3)nn2)CC1	-11.7	1	-17.9	7.9	1.3	1.03	17.9	1.1	4.2	96.1
Cc1nn(Cc2ccccc2)c2sc(C(=O)NCc3cccnc3)cc12	-2.1	0.8	-3.2	1.5	5.3	1.2	3.2	1	17.5	88.1

5 compounds from above, sorted by molar mass, low to high:
SMILES	FLuc inh counter	Diaph act CS	APP 5'UTR act	TLR4 MyD88 comp	G6PDH CS	NF-kB neuron act	APP transl inh	FLuc stim CS	Diaphorase inh	STAT1 activator
COc1n[nH]c2nncnc12	-0.1	1	-5.8	-0.7	3.2	1.16	5.8	1	2.1	103.4
CCOc1ccc(-c2nnc(N)s2)cc1	58.0*	0.8	38.5	3.8	-9.6	1.99	-38.5	0.4	19.8	113.1
CCOC(=O)N1CCN(C(=O)C2COc3ccccc3O2)CC1 (stereo not drawn)	-0.6	0.9	2.3	0.2	4.8	0.94	-2.3	1	6.4	92.7
C/C(N)=C(/C#N)C(=O)CSc1nc2cc(Cl)ccc2s1	-3.5	0.8	9.4	-11.7	-18.9	0.92	-9.4	1	23.2	110.4
Cc1cc(NC(=O)CCN2C(=O)C3C4CCC(C4)C3C2=O)cc(C)c1Br (stereo not drawn)	3.6	0.9	x	-12.1	4.8	0.99	x	1	7.6	102.6

New compounds follow.
SMILES	FLuc inh counter	Diaph act CS	APP 5'UTR act	TLR4 MyD88 comp	G6PDH CS	NF-kB neuron act	APP transl inh	FLuc stim CS	Diaphorase inh	STAT1 activator
O=C1CCCC2=C1C(c1ccncc1)n1c(nc3ccccc31)N2 (stereo not drawn)	-8.4	0.9	11.7	0.3	22.9	1.05	-11.7	1.1	12.7	97.2
Cc1ccc(C)c2c1[nH]c1ccc([N+](=O)[O-])cc12	-6.5	0.9	-0.2	0.6	5.3	1.29	0.2	1.1	8.8	99.3
COc1cc(C(=O)Nc2nc3ccc4nc(C)sc4c3s2)cc(OC)c1OC	-5.6	1	11.4	2.7	-2.3	1.05	-11.4	1.1	0.1	105.4
COc1cc(CC(=O)NCc2ccc3c(c2)OCO3)cc(OC)c1OC	-0.6	0.9	4.6	6.5	-1.6	1.31	-4.6	1	8.6	99.6
COc1ccc(C2CC(c3ccc(Cl)cc3)n3nc(N)nc3N2)cc1 (stereo not drawn)	-9.2	0.8	5.8	-1.4	10.2	0.98	-5.8	1.1	22.0	99.0
Cc1nn(-c2ccccc2)c(N2CCCC2)c1/C=N/Nc1ccc(S(N)(=O)=O)cc1[N+](=O)[O-]	-2.3	0.8	-15.7	-2.8	12.0	0.52	15.7	1	16.4	87.4
O=C(O)c1cc(-c2ccc(/C=N/N3C(=O)C4C5C=CC(CC5)C4C3=O)o2)ccc1Cl (stereo not drawn)	-0.4	0.8	28.8	-10.2	5.1	1.2	-28.8	1	24.5	101.7
Cc1ccsc1-c1nc(C(N)=O)c2[nH]c(=O)n(-c3ccc(Cl)cc3)c2n1	-3.8	0.9	10.0	2.4	7.9	1.25	-10.0	1	8.9	104.2
Cc1cccc(OCc2nnc(SC(C)C(=O)O)n2Cc2ccccc2)c1 (stereo not drawn)	-2.9	0.7	-1.2	1.1	17.4	0.97	1.2	1	27.7	104.1
CC1CCN(S(=O)(=O)c2ccc(Br)s2)CC1	-7.0	0.8	2.4	-1.9	3.3	0.97	-2.4	1.1	21.2	102.3
Cn1cc([N+](=O)[O-])c(C(=O)Nc2ccc3nc(-c4ccccc4)[nH]c3c2)n1	36.6	0.8	56.8	12.4	6.0	1.41	-56.8	0.6	22.8	103.2
CCOC(=O)CCc1nc2ccccc2[nH]c1=O	-4.7	0.8	10.3	8.2	-14.0	1.15	-10.3	1	15.4	92.3
CCS(=O)(=O)N1CCC(C(=O)NCc2cccnc2)CC1	-8.2	0.9	-9.1	8.6	3.9	1.07	9.1	1.1	6.7	105.3
COC(=O)c1c(C)[nH]c(-c2csc(N)n2)c1C	3.3	0.7	-12.5	-1.6	11.3	1.53	12.5	1	27.6	115.9
Cc1ccc2[nH]c(=O)c(CN(CCCN3CCOCC3)C(=O)Nc3cccc(Cl)c3)cc2c1	-5.5	0.9	8.5	-0.3	15.9	0.39	-8.5	1.1	6.2	92.0
CC(=O)c1c(C)[nH]c(C(=O)CSc2nnc3ccccn23)c1C	-9.9	0.9	32.9	3.6	9.7	1.46	-32.9	1.1	10.2	114.8
CCCN1CCN(CCCNC(=S)Nc2ccc3nc(N4CCN(CC)CC4)cc(C)c3c2)CC1	-7.9	1.2	-9.8	11.9	4.6	1.22	9.8	1.1	-18.0	98.7
CCN(CC)S(=O)(=O)c1ccc2c(c1)N(CC(=O)N(CCc1ccncc1)C(C)C)C(=O)CO2	-2.9	0.8	9.6	1.4	1.4	0.99	-9.6	1	21.5	94.4
Cc1ccccc1CNC(=O)CCc1ccccc1	-3.8	0.9	-1.2	5.5	15.6	1.19	1.2	1	9.1	103.7
CCOc1cc(N2CCOCC2)c(OCC)cc1NC(=O)c1c(-c2ccccc2Cl)noc1C	-6.7	0.9	-2.9	0.0	3.9	0.82	2.9	1.1	14.8	93.7
Cc1c(NC(=O)c2cc(=O)[nH]c3ccccc23)c(=O)n(-c2ccccc2)n1C	-7.8	0.9	-3.3	-2.3	0.2	1.04	3.3	1.1	14.7	99.7
CCOc1ccc(CCNC(=O)COC(=O)c2cc(OC)cc(OC)c2)cc1OCC	-1.2	0.9	4.2	2.2	1.3	0.91	-4.2	1	13.3	99.4
O=C1CC(c2ccccc2)c2cc(O)ccc2O1 (stereo not drawn)	-6.7	0.8	13.3	-3.2	-1.8	0.92	-13.3	1.1	20.8	93.3
COc1cccc(NC(=O)CCN2CCN(C)CC2)c1	-8.7	1	5.2	11.0	1.6	1.2	-5.2	1.1	4.9	100.6
Cc1ccc(C(=O)N/C(=C\c2ccco2)C(=O)NCC2CCCO2)cc1C (stereo not drawn)	-5.0	1.1	18.5	-12.4	-6.5	1.33	-18.5	1.1	-6.1	98.7

Random excerpt: three compounds from above.
SMILES	FLuc inh counter	Diaph act CS	APP 5'UTR act	TLR4 MyD88 comp	G6PDH CS	NF-kB neuron act	APP transl inh	FLuc stim CS	Diaphorase inh	STAT1 activator
COC(=O)c1c(C)[nH]c(-c2csc(N)n2)c1C	3.3	0.7	-12.5	-1.6	11.3	1.53	12.5	1	27.6	115.9
CC1CCN(S(=O)(=O)c2ccc(Br)s2)CC1	-7.0	0.8	2.4	-1.9	3.3	0.97	-2.4	1.1	21.2	102.3
Cn1cc([N+](=O)[O-])c(C(=O)Nc2ccc3nc(-c4ccccc4)[nH]c3c2)n1	36.6	0.8	56.8	12.4	6.0	1.41	-56.8	0.6	22.8	103.2
